# G6PDH counter = L. mesenteroides G6PDH inhibitors, counter-screen for G6PDH-coupled screening assays, biochemical, Leuconostoc mesenteroides enzyme. inhibition, % at 5 µM. glucose-6-phosphate dehydrogenase [Leuconostoc mesenteroides]. Purified L. mesenteroides G6PDH, diaphorase/resazurin coupled fluorescence, 45 min. 200,000 compounds, 0.12% hits; in the data active means inhibition above about 50%
# STAT1 act = STAT1 signaling activators, primary screen, cell-based, HTS, luciferase reporter | NIH 3T3 STAT1-luciferase reporter, IFN-gamma, luminescence; 100% = IFN-gamma alone, no compound | activation (% of control), % at 5.5 µM | 200,000 compounds, 2.6% hits;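 active means activation above the screen-wide mean activation plus 3 SD, cut at about 130% in these data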;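 further: raw ratio to IFN-gamma control signal so 100% means no change and 0% no light; values of inactives mirror those of a sister screen read the other way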
# STAT1 blocker = STAT1 signaling inhibitors, primary screen, cell-based, HTS, luciferase reporter; NIH 3T3 STAT1-luciferase reporter, IFN-gamma, luminescence; 200,000 compounds, 0.35% hits; inhibition, % at 5.5 µM;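 active means inhibition above a set limit, the mean inhibition across all tested compounds plus 3 SD, cut at about 34% in these data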;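 further: 0% = IFN-gamma with DMSO and 100% = IFN-gamma with 300 µM nifuroxazide; values of inactives mirror those of a sister screen read the other way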
# STAT3 inh = IL-6 driven STAT3 reporter inhibitors, primary screen, U3A cells, luciferase, luminescence, MLSCN library | inhibition, % at 5.5 µM | IL-6 STAT3-luciferase reporter; host cell line lacks STAT1 | 190,000 compounds, 0.89% hits | AID 862, 2007;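 active means inhibition above the mean inhibition across all screened compounds plus 3 SD, cut at about 44% in these data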;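 further: 0% = DMSO only wells and 100% = 100 µM nifuroxazide control wells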
# Diaphorase act = compounds boosting diaphorase resazurin reduction – biochemical, uHTS, resorufin fluorescence, counter-screen for diaphorase-coupled primary assays, primary screen | 190,000 compounds, 0.005% hits | activation factor at 20 µM | Diaphorase/resazurin coupled assay, 16 min; active compounds read high; 1 = vehicle wells, 0 = NADH-free wells;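 active means diaphorase activity raised at least twofold by the compound at 20 µM; inactive means activation factor below 2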
#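 System – purified diaphorase enzyme from Clostridium kluyveri · Input – enzyme 0.07 U/mL final · Also added – final NADH 0.114 mM, resazurin 0.1 mM · Measured by – fluorescence of resorufin, 544 nm excitation, 590 nm emission · Timing – 16 min enzyme reaction, ambient temperature · Measure – resorufin increase flagging diaphorase activators or reducers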
# Diaph inh CS = diaphorase inhibitors and chemical oxidizers, primary screen, counter-screen for diaphorase-coupled primary assays, biochemical, uHTS, resorufin fluorescence. diaphorase resazurin-to-resorufin fluorescence, NADH, 16 min; bacterial (C. kluyveri) enzyme, not human. inhibition, % at 20 µM. 190,000 compounds, 0.69% hits. AID 1217, 2008;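 active means primary screen inhibition at 20 µM above a set limit, cut at about 50% in these data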;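 further: plate controls were DMSO with full reaction for no effect and wells lacking NADH for full effect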
#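 Test system: bacterial diaphorase enzyme (C. kluyveri); Quantity: 0.14 U/mL diaphorase, enzyme working solution; Times: reaction incubation of 16 min at room temperature; Measured by: fluorescence of resorufin formed from resazurin, Ex 544/Em 590 nm; Benchmarks: positive control minus NADH, DMSO neutral control.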
# APP transl inh = inhibitors of APP translation via 5'UTR reporter, primary screen, APP 5'UTR luciferase, SH-SY5Y cells. SH-SY5Y APP 5'UTR-luciferase reporter, luminescence. 190,000 compounds, 0.82% hits. inhibition, % at 2 µM;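 active means inhibition above a set limit, derived from the sample mean plus 3 SD, cut at about 45% in these data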; further: values of inactives mirror those of a sister screen read the other way
# STAT3 activator = IL-6 driven STAT3 reporter potentiators, primary screen, U3A cells, luciferase, luminescence, MLSCN library; IL-6 STAT3-luciferase reporter; 100% = signal with IL-6 EC80 alone; activation (% of control), % at 5.6 µM; 190,000 compounds, 0.91% hits;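 active means activation above the screen-wide mean of compound activation plus 3 SD, cut at about 130% in these data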;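 further: 0% = background luminescence of wells with medium and substrate only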
#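 Test system: Human STAT1-deficient U3A cells with stable STAT3-luciferase reporter | Also added: Interleukin-6, 33 ng/mL | Timing: Compound pre-incubation 1 h before IL-6, then 6 h stimulation at 37 °C | Technique: Luciferase reporter luminescence | Read-out: Percent of IL-6-only median luminescence | Benchmarks: IL-6-only wells as 100% reference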
# Hsp70 act = Hsp70 transcriptional activators, primary screen, cell-based, HeLa, Hsp70 promoter luciferase, luminescence, 10 µM | HeLa Hsp70 promoter luciferase reporter; scaled: vehicle 0, proteasome-inhibitor control 100% | activation, % at 10 µM | 200,000 compounds, 0.04% hits | AID 1203, 2008;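 active means activation above the mean across all tested compounds plus 3 SD, cutoff set per campaign, cut at about 5.5% in these data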;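 further: 100% = MG132 at 30 µM as the positive control and 0% = DMSO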
# TLR4-MyD88 BLA = inhibitors of TLR4-MyD88 association in cells, primary screen, cell-based, HeLa CL3-4, BLA complementation, FRET ratio; Toll-like receptor 4 (Homo sapiens) + Myeloid differentiation primary response protein …; HeLa CL3-4 TLR4/MyD88 BLA complementation; inhibition, % at 8.4 µM; 200,000 compounds, 0.18% hits; AID 861, 2007; in the data active means inhibition above about 25%;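 further: 0% = vehicle and 100% = reference inhibitor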
# Target sequence (O00206 whole entry, looked up): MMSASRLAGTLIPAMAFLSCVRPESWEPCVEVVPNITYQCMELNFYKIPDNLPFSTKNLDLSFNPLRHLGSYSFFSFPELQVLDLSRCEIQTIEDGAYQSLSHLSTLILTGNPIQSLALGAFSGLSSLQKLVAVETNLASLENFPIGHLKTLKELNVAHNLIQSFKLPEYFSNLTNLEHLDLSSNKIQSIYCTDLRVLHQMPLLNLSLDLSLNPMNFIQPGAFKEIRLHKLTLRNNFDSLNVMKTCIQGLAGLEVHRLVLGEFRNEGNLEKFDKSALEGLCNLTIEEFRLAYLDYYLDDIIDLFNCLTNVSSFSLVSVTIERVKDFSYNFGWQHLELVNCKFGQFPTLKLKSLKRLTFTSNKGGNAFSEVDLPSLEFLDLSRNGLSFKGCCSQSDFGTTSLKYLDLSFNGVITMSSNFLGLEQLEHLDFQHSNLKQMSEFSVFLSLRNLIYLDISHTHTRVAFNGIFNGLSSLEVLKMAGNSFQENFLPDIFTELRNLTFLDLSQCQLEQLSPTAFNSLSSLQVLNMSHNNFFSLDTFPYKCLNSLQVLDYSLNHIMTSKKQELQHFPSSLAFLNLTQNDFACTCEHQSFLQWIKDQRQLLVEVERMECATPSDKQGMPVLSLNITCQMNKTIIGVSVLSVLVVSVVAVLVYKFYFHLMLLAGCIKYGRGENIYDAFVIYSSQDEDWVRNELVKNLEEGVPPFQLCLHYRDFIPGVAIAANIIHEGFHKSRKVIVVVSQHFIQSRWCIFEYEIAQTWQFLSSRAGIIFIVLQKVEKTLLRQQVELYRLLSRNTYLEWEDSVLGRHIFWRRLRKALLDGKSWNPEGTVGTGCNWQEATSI
# Target sequence (Q99836 whole entry, looked up): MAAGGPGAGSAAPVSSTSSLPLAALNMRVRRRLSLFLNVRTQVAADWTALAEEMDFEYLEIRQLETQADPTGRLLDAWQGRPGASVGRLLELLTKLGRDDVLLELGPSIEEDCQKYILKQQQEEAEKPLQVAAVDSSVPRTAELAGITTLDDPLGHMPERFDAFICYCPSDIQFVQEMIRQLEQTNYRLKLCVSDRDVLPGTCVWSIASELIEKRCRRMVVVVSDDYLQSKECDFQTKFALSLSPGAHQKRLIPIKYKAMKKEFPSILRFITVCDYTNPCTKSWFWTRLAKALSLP
# * = called active by the depositor; nt = not tested or not shown.
SMILES,G6PDH counter,STAT1 act,STAT1 blocker,STAT3 inh,Diaphorase act,Diaph inh CS,APP transl inh,STAT3 activator,Hsp70 act,TLR4-MyD88 BLA
O=C1NCCN1Cc1cccc(Cl)c1,9.5,103.2,-3.5,8.3,0.8,22.8,2.8,99.2,-0.3,5.5
Cc1ccc(S(=O)(=O)N=C2SCCCS2)cc1,3.9,91.6,9.2,3.7,0.9,11.7,-3.1,102.4,0.0,-0.3
CN(C1CCCCC1)S(=O)(=O)c1ccc(NC(=O)CCC(=O)O)cc1,5.4,104.6,-5.0,3.4,0.9,9.1,-16.6,99.5,0.2,11.1
COc1ccnc(N2CCN(c3cccc(C(F)(F)F)c3)CC2)c1C#N,-8.3,106.9,-6.3,26.9,0.8,15.8,-16.7,82.8,0.1,-7.6
CC1CCCCN1C(=O)CSc1ccc(-c2ccc(F)cc2)nn1 (centres undefined),4.4,107.5,-8.2,-8.9,0.9,8.6,-25.8,111.8,1.4,18.4
C=CCNCCOCCOc1ccccc1-c1ccccc1,2.7,94.5,3.9,6.4,1.2,-19.7,-2.3,100.6,0.2,2.6
COc1ccc(S(=O)(=O)N(C)CC(=O)N2CCN(C)CC2)cc1C,-6.2,100.7,-0.8,6.6,1,-1.9,-11.7,98.1,-0.1,2.3
CN1CCN(Cc2ccc(Sc3ccc(Cl)cc3)c([N+](=O)[O-])c2)CC1,-0.9,98.5,-0.4,9.4,1.1,-10.9,-39.0,99.2,-0.2,3.3
COC(=O)C1=C(C(=O)OC)C2(OC1c1ccccc1C)C(=O)c1ccccc1C2=O (centres undefined),5.2,91.2,8.5,7.2,0.9,11.4,-1.5,95.2,0.0,-2.5
O=C(Nc1ccccc1)Nc1ccc2ncoc2c1,22.0,132.4*,-36.7,-0.3,0.9,10.7,-65.1,106.8,0.1,-0.8
O=C(NCCCN1CCCC1=O)c1ccc2c(=O)n(Cc3ccco3)c(=S)[nH]c2c1,-1.7,97.7,-3.6,-8.5,1,2.7,13.8,109.0,-0.2,-5.2
Cc1ccc(/C([O-])=C(/C(=S)NCc2ccccc2)[n+]2ccccc2)cc1[N+](=O)[O-],3.3,98.8,-0.1,7.3,0.8,15.2,17.7,100.5,-0.2,-5.1
Cc1ccc([N+](=O)[O-])c(OCCn2cnc3ccccc32)c1,10.2,87.2,11.3,16.3,0.8,17.2,-18.0,90.2,-0.4,10.6
S=C(c1ccc(-c2ccc(Br)cc2)o1)N1CCCCC1,7.8,169.5*,-76.2,6.0,nt,nt,-158.7,96.3,0.1,-5.6
COc1ccc2c(c1)O[C@@H](c1cccc(C(F)(F)F)c1)[C@H](OC(=O)N[C@H]1CCCc3ccccc31)C2=O,12.8,97.0,3.3,-13.8,0.9,13.8,14.6,109.1,-0.1,-7.8
Cc1occc1C(=O)N/N=C/C1=C(N2CCOCC2)C(=C\c2ccc(Cl)cc2Cl)/CC1,-3.5,100.2,-0.2,-5.0,0.8,16.8,-86.1,104.2,-0.1,-4.8
CCN(CC)S(=O)(=O)c1ccc(F)cc1,2.8,94.8,7.9,0.8,1,1.2,-0.2,101.2,0.1,-0.4
Cc1ccc(Nc2nnc(SC3CCOC3=O)s2)c(C)c1 (centres undefined),17.5,98.9,3.5,2.5,0.9,9.2,-0.3,96.1,-0.2,-2.0
COc1ccccc1CC(NC(C)=O)C(=O)NC1CCN(C(=O)c2ccc([N+](=O)[O-])cc2)CC1 (centres undefined),-8.1,101.0,-1.1,-0.6,0.9,9.4,9.5,103.6,-0.3,5.2
CC(=O)NCCCc1nc2ccccc2n1Cc1ccc(C)cc1,5.0,93.0,7.5,7.5,1,3.1,-4.9,95.1,-0.2,-8.1
CCC(C(=O)Nc1ccccc1OC)n1c(C(=O)OC)cc2ccsc21 (centres undefined),8.1,87.2,14.1,-45.1,0.8,15.1,-7.3,142.5*,-0.4,3.1
Cc1cc(C)c2nc(NC(=O)c3cccc(S(=O)(=O)N4CCc5ccccc54)c3)sc2c1,8.5,85.9,15.8,6.1,0.8,16.0,-3.6,95.6,-0.5,-9.8
Cc1cc(NCCN2CCOCC2)c2ccc3ccccc3c2n1,20.1,118.7,-20.1,1.7,nt,nt,-4.8,103.7,0.0,5.9
CS(=O)(=O)N1CCN(c2ccnc3cc(Cl)ccc23)CC1,3.7,100.5,-3.9,-1.4,0.9,5.2,-13.1,105.2,0.2,9.7
CCOc1cc(NC(=S)NCC2CCCO2)c(OCC)cc1NC(=O)c1ccccc1C (centres undefined),6.8,101.2,-1.3,16.7,0.8,18.4,15.6,94.3,-0.4,-16.7
O=C(Nc1ccc(Cl)cc1-c1nc2ccccc2s1)c1ccco1,2.3,102.5,-2.7,-1.0,0.9,11.7,5.2,104.3,-0.2,4.2
CCOc1cc(/C=C2\C(=O)N(c3cccc(C(F)(F)F)c3)C(=O)c3ccccc32)ccc1O,3.5,101.9,-2.0,3.5,0.8,15.1,-13.4,104.7,0.1,13.9
Cn1c(=O)cc(OCCCC(=O)N2CCN(c3ccccc3)CC2)c2ccccc21,10.8,100.9,-0.9,1.7,0.9,14.6,-12.3,104.8,-0.1,-1.0
Cn1c(N2CCC(C(N)=O)CC2)nc2c1c(=O)n(Cc1ccc(Cl)cc1)c(=O)n2C,-2.5,90.0,10.9,17.1,0.9,5.7,-13.9,91.6,0.2,-13.2
CCOC(=O)c1ccc(Nc2nc(C)cc(C)c2C#N)cc1,-28.4,98.4,1.8,10.5,0.9,8.6,29.2,92.9,0.0,1.6
COc1cc(-c2nc(-c3ccc(NC(=O)c4ccc5c(c4)OCO5)cc3)no2)cc(OC)c1OC,8.7,113.3,-14.4,8.9,1,1.5,-19.3,95.6,0.0,0.0
CCCCNc1nc(-c2ccccc2)nc(-n2ccnc2)n1,9.8,100.1,-0.1,10.6,0.9,5.4,-6.1,95.7,-0.3,8.9
CCO[C@H]1OC(C(=O)N2CCN(Cc3ccccc3)CC2)=C[C@@H](c2cn(C(C)=O)c3ccccc23)[C@@H]1CCCO,5.8,97.9,3.8,nt,0.8,22.8,-2.4,nt,-0.2,-12.6
O=C(c1cnn2c(C(F)(F)F)cc(-c3ccc(Br)cc3)nc12)N1CCOCC1,8.3,106.0,-6.5,4.1,1,2.8,3.0,100.1,0.3,4.9
N#C/C(=C/c1cn(-c2ccccc2)nc1-c1cccc(S(=O)(=O)N2CCCC2)c1)C(=O)NCc1ccco1,-0.7,108.8,-10.0,-7.1,0.8,21.6,0.5,107.0,-0.4,-0.9
COC(=O)c1ccc(C2C3=C(Nc4nnnn42)c2ccccc2OC3)cc1 (centres undefined),3.2,85.3,16.2,15.0,0.8,16.0,-26.1,93.6,-0.4,-16.5
S=C(NCCc1ccccc1)N1CCN(C(c2ccccc2)c2ccccc2)CC1,2.9,99.9,0.1,1.5,0.9,12.2,11.1,102.0,-0.3,-16.6
COc1ccc(OC(=O)CCCN2C(=O)c3ccccc3C2=O)cc1,-8.7,101.9,-2.0,14.3,0.9,8.5,9.1,91.5,-0.2,8.7
CCOc1ccccc1NS(=O)(=O)c1ccc(Br)s1,1.3,101.7,-1.8,6.8,1,-4.3,2.6,97.9,-0.2,-19.6
O=S(=O)(NCc1ccccc1)c1ccc(Cl)c(S(=O)(=O)NCc2ccccc2)c1,1.5,103.5,-3.8,5.8,0.8,19.0,18.2,100.9,-0.4,7.9
c1ccc(-n2ncc3c(N4CCCC4)ncnc32)cc1,-2.2,115.4,-16.9,46.7*,0.9,12.6,-160.5,66.2,-0.2,8.8
O=C(NCCc1ccccn1)C1CCN(S(=O)(=O)c2ccc3ccccc3c2)CC1,5.4,103.0,-4.8,-2.0,1.2,-15.9,2.7,102.8,-0.4,-4.5
O=C(/C=N/O)Nc1ccccc1C(=O)O,0.2,90.8,10.1,1.0,0.9,12.2,-5.6,102.3,0.0,-19.2
COc1ccccc1N1CCN(c2nc(N)c(C#N)c(CC#N)c2C#N)CC1,4.8,94.1,6.5,8.6,0.8,18.7,18.8,95.3,-0.2,2.1
Cc1ccc(OCCOc2ccc(Br)cc2)c([N+](=O)[O-])n1,5.4,134.6*,-37.8,-13.7,0.8,15.6,-65.5,112.5,0.0,-5.1
NS(=O)(=O)c1ccc(CCNC(=O)CN2CCN(c3ccccc3F)CC2)cc1,13.3,98.7,1.5,7.1,0.9,8.7,-3.8,97.1,-0.4,-3.5
Cc1nn(CCCC(=O)N2CCN(c3ccc(F)cc3)CC2)c(C)c1[N+](=O)[O-],-5.8,97.0,4.8,14.7,1,3.4,17.0,91.5,0.0,-17.8
OCC1CCCN(C(=S)NCCc2ccccc2)C1 (centres undefined),11.0,127.5,-30.1,-16.3,0.9,11.6,-59.5,118.7,0.3,1.9
C/C(=N/NC(=O)c1ccoc1C)c1ccc(NC(=O)c2ccncc2)cc1,-0.1,143.4*,-46.1,-9.7,0.9,12.9,-124.9,106.5,0.3,11.0
CCOc1cc(CNC(=O)CN2C(=O)c3ccccc3S2(=O)=O)ccc1OC,16.7,99.3,2.0,11.2,0.9,6.1,4.0,95.9,-0.2,3.0
COc1cccc(C(=O)N(Cc2ccc(N(C)C)cc2)C2CCS(=O)(=O)C2)c1 (centres undefined),7.6,97.6,2.6,4.9,1,3.7,-5.0,99.0,-0.1,1.4
CCCOc1ccc(N2C(=O)CC(N(O)c3ccccc3)C2=O)cc1 (centres undefined),0.6,111.3,-12.5,-7.9,0.9,7.7,-56.0,108.7,-0.1,-0.2
C/C(=N/NC(=S)Nc1ccccc1)c1ccc2c(c1)OCO2,-18.4,109.0,-10.2,7.4,0.9,8.4,-11.9,96.9,-0.2,-13.1

# Source: PubChem BioAssay (several laboratories)
